Source: PubChem BioAssay (National Center for Advancing Translational Sciences (NCATS))
D2 PAM = positive allosteric modulators of human D2 dopamine receptor | P14416 | HEK293 T-REx D2, calcium flux, EC20 dopamine potentiation | potentiation, % at 10 µM | 340,000 compounds, 0.34% hits;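 active means potentiation over 3 SD above the plate norm, cut at about 30% in these data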; further: 0% is about no effect
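Potentiation of an EC20 dopamine calcium response is measured in a force-coupled, tetracycline-inducible Hek293 Trex D2 line. Compound-only kinetic reads over 180 s flag agonists before dopamine addition.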
D1 potentiator = enhances dopamine response at the human D1 receptor. P21728. HEK293 TREx D1 cells, calcium flux, dopamine EC20 potentiation. potentiation, % at 10 µM. 360,000 compounds, 0.036% hits. AID 504651; in the data active means potentiation above about 30%; further: 0% is about no effect
D1 agonist = human D1 receptor agonism; P21728; HEK293 T-REx D1 cells, calcium flux, agonist mode; activation, % at 2 µM; 360,000 compounds, 1% hits; further: 0% is about no effect
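Inducible HEK293 T-REx D1 cells, force-coupled to calcium signalling, were plated at 4000 cells/well with tetracycline and held overnight at 30 C. After no-wash calcium dye loading, compound-evoked calcium rise over 180 s flagged agonists.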
D1 antag = antagonists of human D1 dopamine receptor; 360,000 compounds, 3.2% hits; HEK293 TREx D1 cells, calcium flux, dopamine EC80; active compounds read low; AID 504652; activity change, negative = inhibition, % at 10 µM; P21728; in the data active means activity change below about -30%; further: on the % scale 0 is the no-effect control and ±100 the full control effect
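After overnight tetracycline induction at 30 C, force-coupled D1 HEK293 cells took up a no-wash calcium dye at room temperature. Compounds were added and monitored 180 s, and the response to EC80 dopamine was then recorded.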
D2 ag = activates the human D2 dopamine receptor | HEK293 T-REx D2 cells, calcium flux agonist mode | activation, % at 2 µM | 340,000 compounds, 0.53% hits;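 active means activation over 3 SD above normal in the single-dose calcium agonist read, cut at about 30% in these data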; further: 0% is about no effect
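Agonism is scored from calcium flux in a force-coupled, inducible HEK293 cell line expressing D2, read kinetically for 180 s after compound addition against dopamine controls.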
TRHR PAM = allosteric enhancers of human TRH receptor; P34981; TRHR cells, fluo-8 calcium fluorescence, EC20 TRH enhancement; enhancement, % at 2 µM; 360,000 compounds, 0.66% hits; in the data active means enhancement above about 30%; further: 0% is about no effect
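TRHR-expressing cells loaded with fluo-8 calcium dye were read kinetically (ex 480/em 530) during compound addition, then stimulated with an EC20 of TRH (10 nM final). Enhancement of the Gq-mediated intracellular calcium response was scored.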
TRHR ag = TRH receptor (human) agonism; TRHR cells, calcium flux fluo-8, FDSS agonist mode; activation, % at 2 µM; 360,000 compounds, 0.18% hits; AID 493084; further: 0% is about no effect
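Steps: seed TRHR cells overnight; add fluo-8 no-wash Ca dye, RT 30 min–1.5 h; record 10 s baseline; pin-transfer compounds; monitor fluorescence 1 cycle/s for the agonist window. Calcium increases flag candidate agonists.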
D2 antagonist = antagonizes the human D2 dopamine receptor. P14416. HEK293 TREx D2 cells, calcium flux, dopamine EC80. inhibition, % at 10 µM. 340,000 compounds, 2% hits. AID 485344; in the data active means inhibition above about 30%; further: 0% is about no effect
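Compounds are added to dye-loaded, induced HEK293 T-REx cells coupled to calcium release via D2; after a 3 min kinetic read an EC80 dopamine stimulus is given and fluorescence is recorded for 3 more min.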
RXFP1 antag = RXFP1 (human) relaxin receptor antagonism | HEK293-RXFP1, relaxin-stimulated cAMP HTRF, 30 min; active compounds read low | activity change, negative = inhibition, % at 57.5 µM | 350,000 compounds, 0.59% hits;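 active means activity change of -60% or lower, but not beyond a set lower limit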; further: on the % scale 0 is the no-effect control and ±100 the full control effect
Target sequence (Q9HBX9 whole entry, looked up): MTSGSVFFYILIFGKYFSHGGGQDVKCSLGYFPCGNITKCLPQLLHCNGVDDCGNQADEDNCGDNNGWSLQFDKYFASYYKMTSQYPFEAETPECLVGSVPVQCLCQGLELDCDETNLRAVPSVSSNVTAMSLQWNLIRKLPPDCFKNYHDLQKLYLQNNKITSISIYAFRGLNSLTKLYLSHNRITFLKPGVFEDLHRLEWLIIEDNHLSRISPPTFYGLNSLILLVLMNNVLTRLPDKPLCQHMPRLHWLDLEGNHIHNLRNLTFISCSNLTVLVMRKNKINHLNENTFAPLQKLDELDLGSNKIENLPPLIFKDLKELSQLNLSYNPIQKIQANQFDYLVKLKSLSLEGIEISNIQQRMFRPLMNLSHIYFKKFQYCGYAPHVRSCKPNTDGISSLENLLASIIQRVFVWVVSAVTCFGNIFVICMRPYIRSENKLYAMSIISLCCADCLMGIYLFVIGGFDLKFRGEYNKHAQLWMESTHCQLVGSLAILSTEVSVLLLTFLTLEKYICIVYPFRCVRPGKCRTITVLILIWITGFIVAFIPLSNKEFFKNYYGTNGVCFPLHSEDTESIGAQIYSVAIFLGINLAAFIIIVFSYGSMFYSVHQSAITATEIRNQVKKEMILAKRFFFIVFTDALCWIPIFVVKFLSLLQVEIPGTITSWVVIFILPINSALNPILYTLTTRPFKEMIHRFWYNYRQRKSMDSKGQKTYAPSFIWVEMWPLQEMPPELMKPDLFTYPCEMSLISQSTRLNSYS
* hit, by the source's call; · = no result given. Unless noted, no stated cut-off is given here; in the data, active means activation above about 30%; inactive means the rest.

1. Cc1ccc(C)c(/C=N/NC(=S)NCCc2ccccc2)c1
2. CC1CC(=O)c2cnc(NCc3ccco3)nc2C1 (stereo not drawn)
3. CC(=O)[C@H]1CC[C@H]2[C@@H]3C=CC4=CC(=O)CC[C@@]4(C)[C@@H]3CC[C@]12C
4. CC(=O)c1cc(-c2ccccc2)n(CC(=O)NC2CCCCCC2)c1C
5. O=C(CCc1ccccc1)NCc1ccc(F)cc1
6. CC(C)c1cc(CNC(=O)c2ccc(OC3CCN(Cc4ccccn4)CC3)cc2)on1
Screen / compound no.	1	2	3	4	5	6
D2 PAM	-1	3	-6	-7	-7	-10
D1 potentiator	10	3	4	-4	-1	-7
D1 agonist	2	-1	-1	-1	2	13
D1 antag	10	15	-10	0	-13	-53*
D2 ag	0.8	-0.2	-0.3	0.1	-1.8	0.2
TRHR PAM	17	-3	13	-2	-2	-2
TRHR ag	0.6	-0.1	-1.2	-0.4	-0.6	0.2
D2 antagonist	12	-10	-24	·	26	-11
RXFP1 antag	2	-12	-20	-2	5	6

7. CCOc1ccc(S(=O)(=O)N(C)c2ccc(OCC(=O)NCc3ccco3)cc2)cc1
8. Cn1c(=O)cc(OCC(=O)NCCCN2CCN(c3ccccc3F)CC2)c2ccccc21
9. C=CCn1c(SCC(=O)NCCO)nc2sc(C)c(C)c2c1=O
10. O=C(Nc1ncccc1O)c1ccc2c(c1)OCCO2
11. O=C1CCCN1CC(=O)N1CCCC(Nc2cccc(F)c2)C1 (stereo not drawn)
12. Cc1cc(=O)nc2c3ccccc3n(CC(=O)Nc3ccccc3Br)n12
Screen / compound no.	7	8	9	10	11	12
D2 PAM	-6	-19	24	-8	5	14
D1 potentiator	-7	-8	0	-6	2	-2
D1 agonist	16	0	1	1	0	0
D1 antag	2	-13	10	6	13	-3
D2 ag	0.1	86*	0.1	-0.6	0.2	-1.1
TRHR PAM	0	4	-1	4	-7	-7
TRHR ag	0.6	-0.3	0.0	0.2	-0.3	-0.5
D2 antagonist	-12	78*	-12	7	12	0
RXFP1 antag	2	-4	-9	-8	1	22

13. CS(=O)(=O)c1nc(-c2ccc(Br)cc2)n[nH]1
14. CCOc1ccc(OCCCCOc2ccccc2C(C)=O)cc1
15. CC1CCCN(C(=O)CN2C(=O)CSc3ccc(S(=O)(=O)N4CCOCC4)cc32)C1 (stereo not drawn)
16. CCOc1ccc(-n2c(Cc3cc(=O)[nH]c(=O)[nH]3)nnc2SCC(N)=O)cc1
17. Cc1ccc(S(=O)(=O)N(CC(=O)Nc2cccnc2)c2cccc(Br)c2)cc1
18. CC(=O)N1CCN(C(=O)CCNS(=O)(=O)c2ccc(Br)cc2)CC1
Screen / compound no.	13	14	15	16	17	18
D2 PAM	7	-1	-4	13	-28	11
D1 potentiator	-2	-7	-3	-2	2	-4
D1 agonist	2	3	1	-1	4	4
D1 antag	5	-11	5	-6	5	22
D2 ag	0.1	-1.0	-0.4	0.0	0.7	-0.1
TRHR PAM	1	-8	-4	5	-4	1
TRHR ag	0.1	-1.4	0.8	-0.5	3.0	1.0
D2 antagonist	-6	-2	-14	-13	-9	-16
RXFP1 antag	-10	2	19	-10	-6	8

19. COc1ccc(-c2cc(C)no2)cc1S(=O)(=O)N1CCN(c2ccc(C(C)=O)cc2)CC1
20. Cc1noc(/C=C/c2ccccc2F)c1S(=O)(=O)N1CCC(C(=O)N2CCN(C)CC2)CC1
21. CCOC(=O)c1ccc(N/N=C/c2cc(Br)cc([N+](=O)[O-])c2O)cc1
22. COC(=O)C1C/C(=N/NS(=O)(=O)c2ccc(C)cc2)CS1 (stereo not drawn)
23. COc1ccc(NC(C)=O)cc1NC(=O)CCn1c(=O)sc2ccccc21
24. S=C(Nc1cccc(Cl)c1)N1CCN(Cc2ccccc2)CC1
Screen / compound no.	19	20	21	22	23	24
D2 PAM	0	15	6	-3	4	-4
D1 potentiator	-5	-8	-10	0	1	-5
D1 agonist	2	3	4	3	-1	4
D1 antag	6	-2	-17	1	-3	-19
D2 ag	0.1	-0.8	-1.0	0.3	-0.2	1.2
TRHR PAM	2	-11	-1	6	-1	2
TRHR ag	0.1	3.2	-1.1	0.2	-0.1	0.9
D2 antagonist	·	-13	-1	-3	-24	-4
RXFP1 antag	-16	-17	4	2	-4	4

25. CCn1c(CSc2nc(C)cc(C)n2)nnc1SCC(=O)Nc1nc(-c2ccccc2)cs1
26. COc1cccc(NC(=O)[C@@H]2CCCN2C(=O)C2CCN(S(=O)(=O)c3ccc(C)cc3)CC2)c1
27. Cc1ccc(CN(c2ccc(C(=O)N3CCc4ccccc4C3)cc2)S(C)(=O)=O)cc1
28. Cc1noc(C)c1C(=O)Nc1ccc(S(=O)(=O)N2CCC(C)CC2)cc1
29. CC(C)Cn1c(N)c(C(=O)CSc2nnc(C3CC3)n2C2CC2)c(=O)n(C)c1=O
30. Cc1ccc(NC(=S)Nn2cnnc2)cc1
Screen / compound no.	25	26	27	28	29	30
D2 PAM	12	20	10	0	5	2
D1 potentiator	0	-3	4	-2	-1	3
D1 agonist	37*	5	9	3	1	0
D1 antag	4	-9	1	-26	-4	1
D2 ag	2.9	0.1	0.1	0.5	0.2	0.5
TRHR PAM	-2	5	1	-5	13	-7
TRHR ag	3.4	-0.6	0.3	1.4	-0.3	0.4
D2 antagonist	3	-8	-7	28	10	0
RXFP1 antag	1	10	1	6	-16	-3

Three compounds out of the list, ordered by molecular weight, low to high:
30. Cc1ccc(NC(=S)Nn2cnnc2)cc1
28. Cc1noc(C)c1C(=O)Nc1ccc(S(=O)(=O)N2CCC(C)CC2)cc1
25. CCn1c(CSc2nc(C)cc(C)n2)nnc1SCC(=O)Nc1nc(-c2ccccc2)cs1
Screen / compound no.	30	28	25
D2 PAM	2	0	12
D1 potentiator	3	-2	0
D1 agonist	0	3	37*
D1 antag	1	-26	4
D2 ag	0.5	0.5	2.9
TRHR PAM	-7	-5	-2
TRHR ag	0.4	1.4	3.4
D2 antagonist	0	28	3
RXFP1 antag	-3	6	1

(listing goes on)
31. Cc1cc(C)n(CCCNC(=O)C2CC(=O)N(Cc3ccccc3)C2)n1 (stereo not drawn)
32. CCCc1cc(N2CCN(c3cc(Cl)ccc3C)CC2)n2cnnc2n1
33. COc1ccc(-n2cc(C(=O)Nc3cc([N+](=O)[O-])ccc3OC)c3ccccc3c2=O)cc1
34. Cc1nn(-c2ccccc2)c(C)c1C(=O)OCC(=O)NC(=O)NC1CCCCC1
35. Cc1c(NC(=O)COC(=O)c2ncc(Cl)c(Cl)c2Cl)c(=O)n(-c2ccccc2)n1C
36. CN(C)c1ccc(C(=O)N2CCCC(CCC(=O)N3CCN(c4ccccn4)CC3)C2)cc1 (stereo not drawn)
Screen / compound no.	31	32	33	34	35	36
D2 PAM	3	5	-6	-3	10	3
D1 potentiator	-3	-3	-4	5	-3	-3
D1 agonist	0	4	0	1	2	4
D1 antag	5	5	1	39	4	-3
D2 ag	0.3	·	0.2	0.9	0.4	1.0
TRHR PAM	-2	-8	-6	-5	8	-6
TRHR ag	-0.3	-1.0	0.0	0.7	0.6	-1.0
D2 antagonist	14	·	-3	-25	-11	-7
RXFP1 antag	-9	-23	10	-4	2	-18

37. CCc1cccc(C)c1Nc1c(-c2cccc(O)c2)nc2sccn12
38. CC(C)c1cc(C(=O)N/N=C/c2ccoc2)cs1
39. CCOC(=O)C1(Cc2ccccc2C(F)(F)F)CCN(C2CCSC2)CC1 (stereo not drawn)
40. O=C(Nc1nc(-c2cc(F)ccc2F)cs1)c1ccccn1
41. COC(C(=O)NNC(=O)CCc1ccccc1)c1ccccc1 (stereo not drawn)
42. COc1ccc(/C=C/C(=O)Nc2ccc(Cl)c(Cl)c2)cc1
Screen / compound no.	37	38	39	40	41	42
D2 PAM	7	1	-24	2	0	-2
D1 potentiator	2	-4	1	6	0	-1
D1 agonist	0	0	1	3	7	6
D1 antag	0	-7	2	1	1	-19
D2 ag	-1.0	0.6	0.6	0.5	0.9	-0.8
TRHR PAM	8	-3	3	1	-3	4
TRHR ag	-1.8	-0.1	-0.5	0.1	0.2	0.2
D2 antagonist	·	8	50*	-2	-12	·
RXFP1 antag	-12	2	-35	-26	-7	-22

43. COc1ccc(NS(=O)(=O)c2cc(C(=O)N3CCN(C/C=C/c4ccccc4)CC3)ccc2C)cc1
44. Cn1nc(C(F)(F)F)c(C#N)c1N1CCN(c2cccc(C(F)(F)F)c2)CC1
45. COc1ccc(NC(=O)c2ccc(COc3ccc(C)cc3)o2)cc1
46. COc1cccc(C(=O)NCC2(c3ccccc3)CCCC2)c1OC
47. N#Cc1nc(-c2ccco2)oc1NCCN1CCOCC1
48. COC(=O)c1ccc(NC(=O)CCS(=O)(=O)c2ccc(C)cc2)cc1
Screen / compound no.	43	44	45	46	47	48
D2 PAM	-1	-19	-10	11	4	-2
D1 potentiator	-8	-8	-4	1	-2	-8
D1 agonist	8	3	4	1	0	-1
D1 antag	1	12	-22	19	-17	-3
D2 ag	0.2	1.1	-0.6	-0.7	0.5	0.2
TRHR PAM	-6	-8	3	-9	3	0
TRHR ag	0.1	1.4	0.7	-0.6	0.2	-0.3
D2 antagonist	8	43*	-1	-4	-3	10
RXFP1 antag	0	-4	-5	1	-7	3

Ordered by the number under TRHR PAM (lowest first): some entries from above.
item | smiles | D2 PAM | D1 potentiator | D1 agonist | D1 antag | TRHR PAM | D2 antagonist | RXFP1 antag
46 | COc1cccc(C(=O)NCC2(c3ccccc3)CCCC2)c1OC | 11 | 1 | 1 | 19 | -9 | -4 | 1
44 | Cn1nc(C(F)(F)F)c(C#N)c1N1CCN(c2cccc(C(F)(F)F)c2)CC1 | -19 | -8 | 3 | 12 | -8 | 43* | -4
43 | COc1ccc(NS(=O)(=O)c2cc(C(=O)N3CCN(C/C=C/c4ccccc4)CC3)ccc2C)cc1 | -1 | -8 | 8 | 1 | -6 | 8 | 0
48 | COC(=O)c1ccc(NC(=O)CCS(=O)(=O)c2ccc(C)cc2)cc1 | -2 | -8 | -1 | -3 | 0 | 10 | 3

Carrying on.
49. Cc1ccc(C)c(NC(=O)CN2C(=O)c3cccc4cccc2c34)c1
50. O=C(CSC1=NCCS1)N1CCc2ccccc21
51. CNC(=O)N(O)C1N(/N=C/c2ccc(N(C)C)cc2)C(=S)SC1(C)C (stereo not drawn)
52. O=C(NCc1ccc(F)cc1)c1ccc(N2CCc3ccccc32)c([N+](=O)[O-])c1
Screen / compound no.	49	50	51	52
D2 PAM	9	·	3	-18
D1 potentiator	8	0	-4	-3
D1 agonist	0	2	2	2
D1 antag	0	0	-13	-5
D2 ag	·	·	6.6	-1.5
TRHR PAM	0	6	-8	-2
TRHR ag	1.1	-0.7	0.1	-0.5
D2 antagonist	·	·	-11	-14
RXFP1 antag	·	-9	9	-1
